SSB-PriA inh: inhibitors of Klebsiella pneumoniae PriA binding to SSB C-terminal tail; AlphaScreen SSBct-PriA binding, biotinylated peptide; inhibition, % at 33 µM; hit rate 0.6% among 430,000; in the data active = inhibition mostly above about 37%, no sharp cut-off; inactive = mostly below about 20%;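 also: plate controls were negative control peptide for no effect and reference peptide for full effect; strong numbers were not always called active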
BH1578 lux ind: induces V. cholerae light production without autoinducers; V. cholerae BH1578 lux reporter, luminescence, 6 h; activation, % at 18.7 µM; hit rate 0.16% among 350,000; in the data active = activation mostly above about 9.7%, no sharp cut-off; also: not every result past the cut was called active; inactives centre near 0; reference of the scale not given here
Y pestis TopoI: Y. pestis Topo-I inhibition via cleavage products. hit rate 0.064% among 360,000. Y. pestis Topo-I cleavage product accumulation, plate reader. AID 504884. activity, % at 10 µM; in the data active = activity above about 50%, passing the limit was not always enough; also: inactives centre near 2
PrPC surface inh: reduces human prion protein on the cell surface | P04156 | cell surface PrPC, TR-FRET read-out | hit rate 0.43% among 370,000 | inhibition, % at 13.8 µM; in the data active = inhibition above about 24%; also: 0% = median of the test wells and 100% = reference compound wells
CCHF vOTU inh: blocks the CCHF virus ovarian tumor domain protease | CCHFV vOTU protease, Pep-AMC fluorescence | inhibition, % at 11.5 µM | hit rate 0.55% among 370,000 | AID 651958; in the data active = inhibition above about 30%; also: 0% = vehicle wells with enzyme and 100% = no enzyme wells
TcdB inh: blocks C. difficile toxin B glycohydrolase activity; TcdB glycohydrolase enzymatic assay, plate reader; inhibition, % at 9.99 µM; hit rate 0.24% among 350,000; P18177; in the data active = inhibition above about 10%
3CLpro inhibitor: SARS-CoV 3CLpro protease inhibition | inhibition, % at 6 µM | hit rate 0.14% among 290,000 | P0C6X7 | recombinant SARS-CoV 3CLpro, quenched FRET peptide cleavage | AID 1706; in the data active = inhibition above about 12%
Rv3671c inh: inhibitors of M. tuberculosis serine protease Rv3671c; AID 2606; hit rate 0.048% among 320,000; inhibition, % at 5.96 µM; in the data active = inhibition above about 38%;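 also: extracellular domain of Rv3671c used as enzyme; 0% = enzyme with DMSO and 100% = no enzyme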
Target sequence (P9WHR9 whole entry, looked up, the tested form may be a part): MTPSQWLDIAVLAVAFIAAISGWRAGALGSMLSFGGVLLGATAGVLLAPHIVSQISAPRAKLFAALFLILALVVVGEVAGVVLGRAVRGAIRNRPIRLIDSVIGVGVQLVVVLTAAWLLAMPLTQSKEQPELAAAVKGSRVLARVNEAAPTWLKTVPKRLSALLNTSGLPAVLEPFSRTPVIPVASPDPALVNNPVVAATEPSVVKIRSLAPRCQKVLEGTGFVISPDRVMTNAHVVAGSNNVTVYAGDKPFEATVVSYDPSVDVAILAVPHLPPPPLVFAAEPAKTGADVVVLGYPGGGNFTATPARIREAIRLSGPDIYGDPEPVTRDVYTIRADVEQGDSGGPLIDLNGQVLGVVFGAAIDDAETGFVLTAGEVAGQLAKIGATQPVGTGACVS
MazF activator: MazEF (E. coli) toxin RNase activation; activation, % at 20 µM; hit rate 0.32% among 350,000; AID 504720; P0AE70; FAM/BHQ RNA-DNA oligo cleavage fluorescence, 5 h; in the data active = activation above about 50%
Target sequence (P0AE70 whole entry, looked up): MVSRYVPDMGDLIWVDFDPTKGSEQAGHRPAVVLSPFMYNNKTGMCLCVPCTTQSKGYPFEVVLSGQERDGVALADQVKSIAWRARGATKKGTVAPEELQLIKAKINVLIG
DUSP3 inh: blocks human VHR1 dual specificity phosphatase | AID 1654 | hit rate 0.52% among 290,000 | P51452 | inhibition, % at 13.3 µM | recombinant VHR phosphatase, pNPP absorbance; in the data active = inhibition above about 50%; also: some compounds called inactive have numbers as strong as hits
Target sequence (P51452 whole entry, looked up): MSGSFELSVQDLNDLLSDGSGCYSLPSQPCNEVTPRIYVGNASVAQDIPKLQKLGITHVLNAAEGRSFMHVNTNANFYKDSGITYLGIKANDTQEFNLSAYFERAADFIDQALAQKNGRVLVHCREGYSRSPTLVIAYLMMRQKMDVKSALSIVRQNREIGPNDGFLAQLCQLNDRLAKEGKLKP
* = called active by the depositor; i = inactive; . = no result given; & = joins results of further samples. A portion of the library; the hit share may differ from the screen's.

SMILES	SSB-PriA inh	BH1578 lux ind	Y pestis TopoI	PrPC surface inh	CCHF vOTU inh	TcdB inh	3CLpro inhibitor	Rv3671c inh	MazF activator	DUSP3 inh
CC(C)(C)NC(=O)COC(=O)c1nsc(Cl)c1Cl	1.6	i	-2.3	1.8	-10.1	.	3.1	-1.8	4.0	-0.1
[N-]=[N+]=CC(=O)OC[C@H](N)C(=O)O	3.8	i	-8.9	-6.4	-1.3	1.3	-3.0	-1.4	4.6	8.6
C/C(=N\Nc1nc2ccccc2[nH]1)c1ccc([N+](=O)[O-])cc1	.	-0.3	-11.3	-10.6	-7.8	1.2	-4.7	19.4	9.7	-7.7
COc1ccc(C(CNC(=O)c2ccc(-c3cccc(C(F)(F)F)c3)o2)N2CCOCC2)cc1 (stereo not given)	-2.3	14.3	4.4	-0.5	1.7	1.4	.	-0.5	0.3	.
Cc1ccc(C)c2nc(SCC(=O)NCc3cccs3)c(C#N)cc12	-10.9	-0.4	3.0	-7.7	9.3	.	-0.9	-0.6	-10.9	52.7*
O=C(CCN1C(=O)C2CC=CCC2C1=O)Nc1ccc(S(=O)(=O)N2CCCCC2)cc1 (stereo not given)	-15.0	-1.0	-6.6	-2.5	2.5	3.3	.	.	-2.1	.
CCCCOc1ccc(CSCCN)cc1Cl	1.4	-0.4	3.4	-9.6	12.1	1.6	-1.0	-2.3	21.8	0.9
CC(C)CCNC(=O)C(c1ccco1)N(Cc1ccc(F)cc1)C(=O)c1snc(C(N)=O)c1N (stereo not given)	0.3	i	2.7	13.9	6.1	.	2.8	0.4	-7.6	3.1
Cc1noc(C)c1S(=O)(=O)Nc1ccc2c(c1)C(=O)N([C@H](C)CO)C[C@H](C)[C@@H](CN(C)C(=O)CCCN(C)C)OCCCC[C@@H](C)O2	.	i	-4.7	8.9	-1.3	-0.2&0.2	.	.	5.8	.
CCN(CC)S(=O)(=O)N1CCN(S(=O)(=O)N2CCOCC2)CC1	0.7	-0.2	9.1	-6.4	-1.5	1.2	6.1	1.1	9.7	23.4
CC[C@H]1CC2CN3CCc4c([nH]c5cc(OC)ccc45)[C@](C(=O)OC)(C2)[C@H]13	9.5	-0.3	0.0	.	.	.	.	0.4	3.0	.
O=C(CCc1nnc2ccc(NCc3ccco3)nn12)N1CCN(c2ccccc2)CC1	15.2	-19.6	13.5	-2.7	-0.6	1.6	-5.1	-1.7	-1.8	14.0
COCCN1C=C2C(=O)C(C)(OC(=O)c3cccs3)C(=O)C=C2C=C1CCCC(=O)OC (stereo not given)	0.4	-0.8	-1.1	-7.8	17.6	-0.9	.	-6.5	-5.4	14.9
CCCCN(Cc1ccccc1)C(=O)C1CCN(S(=O)(=O)c2c(C)noc2C)CC1	-2.9	i	8.8	4.0	1.1	-0.1	1.2	-2.8	-42.3	15.8
CC(=O)Nc1ccc(OCC(O)CN2C(C)(C)CC(O)CC2(C)C)cc1 (stereo not given)	5.8	-0.4	-2.7	-5.5	-1.1	0.5	1.2	11.0	-3.4	47.8
COc1ccc(CNC(=O)CCNS(=O)(=O)c2ccc(Br)s2)cc1	3.9	-0.1	-2.6	-6.0	1.2	0.2	4.2	8.3	1.8	0.0
Cc1ccc(C(=O)NC(=S)Nc2cccc(-c3nc4ccccc4s3)c2)cc1	-2.0	-0.2	7.2	-3.1	-11.5	0.0	6.1	-10.1	-6.3	36.0
O=C(NCCNC1CCCCC1)c1ccco1	-18.9	-0.3	5.0	-0.2	-15.6	-0.4	0.6	-2.8	3.7	25.9
CCOc1ccc(N2C(=O)C3Sc4[nH]c(=O)sc4C(/C=C/c4ccccc4)C3C2=O)cc1 (stereo not given)	28.3	-0.2	-0.1	-19.1	21.3	-0.5	3.4	1.3	8.9	0.4
CCC[n+]1c(C)sc2c(OC)ccc(OC)c21	2.0	2.1	1.2	4.0	-12.7	0.5	0.6	-0.1	-3.3	20.1
COc1cc(C(=O)N/N=C(\C)c2ccc3c(c2)OCO3)cc(OC)c1OC	.	-0.4	4.5	9.9	3.5	-4.9	1.1	-8.5	0.9	18.1
Cc1ccc(-n2nnc(-c3cnc4ccccc4c3)n2)cc1	6.5	i	0.9	1.2	13.4	0.4	-7.2	-4.9	3.0	-4.1
Cc1ccccc1NC(=O)CSc1nc(N)c(C#N)cc1C#N	-2.6	-0.5	1.8	4.2	3.7	.	5.1	0.1	-3.2	15.5
Cc1nn(C)cc1S(=O)(=O)N1CCN(Cc2ccc(F)cc2Cl)CC1	-6.4	-0.4	-3.0	8.0	9.4	0.1	-2.6	-4.8	13.4	22.0
COc1ccc(-c2cc(C(=O)Nc3cccc(C(C)=O)c3)no2)cc1	-3.4	-1.7	11.2	3.6	5.2	.	4.2	-3.6	5.0	20.8
O=C(COC(=O)c1ccc(S(=O)(=O)N2CCCC2)cc1)Nc1cccc(Cl)c1	0.9	-0.4	-6.7	6.6	4.8	0.0	.	-1.8	1.1	.
CCc1cc(-c2n[nH]c(C)c2Oc2ccc(C(C)C)cc2)c(O)cc1O	29.4	i	-28.7	-1.6	14.6	.	8.7	9.9	-5.6	28.3
CCCS(=O)(=O)N1CCCC(C(=O)N2CCN(c3ccccn3)CC2)C1 (stereo not given)	-15.6	i	2.0	-4.0	-6.1	.	0.5	10.9	2.8	25.5
O=C(CN1C(=O)S/C(=C\c2ccccc2)C1=O)Nc1cc([N+](=O)[O-])ccc1O	10.5	-0.9	-4.8	-21.6	20.5	0.3	7.2	0.2	4.4	17.6
Cc1c(-c2ccccc2)nc2ccccc2c1C(=O)Nc1ccncc1	5.4	-1.8	2.7	-3.7	17.8	4.1	-6.2	-2.9	8.9	19.7

Looked up above.
Cc1ccc(C(=O)NC(=S)Nc2cccc(-c3nc4ccccc4s3)c2)cc1 in Rv3671c inh: -10.1
Cc1c(-c2ccccc2)nc2ccccc2c1C(=O)Nc1ccncc1 in TcdB inh: 4.1
COc1ccc(CNC(=O)CCNS(=O)(=O)c2ccc(Br)s2)cc1 in Y pestis TopoI: -2.6
O=C(COC(=O)c1ccc(S(=O)(=O)N2CCCC2)cc1)Nc1cccc(Cl)c1 in PrPC surface inh: 6.6

The list continues:
SMILES	SSB-PriA inh	BH1578 lux ind	Y pestis TopoI	PrPC surface inh	CCHF vOTU inh	TcdB inh	3CLpro inhibitor	Rv3671c inh	MazF activator	DUSP3 inh
Cc1cc(-c2nc(C)c(C(=O)NNC(=O)NC(C)C)s2)no1	1.3	-0.7	-1.9	11.1	-5.6	1.1	-0.7	-1.2	1.3	-4.4
O=C(COC(=O)CCc1nc2ccccc2n1-c1ccccc1)Nc1ccc(N2CCCCC2)cc1	-0.6	-1.4	6.6	1.9	-19.4	.	0.7	1.7	-1.1	9.0
CCCCCc1nc2ccccc2c(=O)n1N	-2.2	-0.8	4.5	-3.2	5.7	.	-2.5	-1.0	-14.5	7.8
CCOC(=O)CN(C(=O)COc1nc(-c2ccccc2)cc(C)c1C#N)c1ccccc1C	-8.9	-0.5	-2.0	2.4	-2.0	-0.9	1.8	0.5	-2.6	1.4
NS(=O)(=O)c1ccc(CNC(=O)c2ccc(NS(=O)(=O)c3ccc4[nH]c(=O)[nH]c4c3)cc2)cc1	3.2	-1.2	0.5	-1.8	-12.9	1.2	.	-10.3	6.3	.
O=C1CN(C(=O)/C=C/c2ccccc2)CCN1	5.4	i	1.7	-12.5	-6.7	0.4	0.0	-2.5	-2.1	-11.9
C/C(=C\C(=O)c1ccc(C)cc1)Nc1cccc(O)c1	.	i	-4.0	-1.8	-9.2	.	3.2	1.6	2.3	7.1
COc1ccccc1C(=O)Nc1ccc(S(=O)(=O)N2CCCCC2)cc1	-9.9	i	0.1	7.7	1.1	0.2	6.5	3.1	5.6	14.1
CCOc1ccccc1C(=O)Nc1nn[nH]n1	-4.5	-1.5	8.5	-3.2	-6.8	0.4	4.4	4.3	-17.5	21.2
COc1cccc(/C=N/NC(=O)CCCC(=O)Nc2ccc(Br)cc2)c1	.	-0.2	17.9	3.1	-18.8	.	1.8	-15.5	6.3	16.5
COC(=O)c1c(N)c(C#N)c2n1CCCCC2	-0.6	i	-0.7	-2.2	-1.9	.	-3.4	-1.3	2.6	11.3
CC1(C)Cc2c(sc3ncn4nc(CCC(=O)O)c(=O)nc4c23)CO1	-6.7	10.0	5.1	0.2	8.2	.	4.6	2.5	5.1	4.5
O=C1N[C@@H](c2ccccc2)COC(=O)[C@H](Cc2ccc(F)cc2)CC/C=C/C[C@H]1CC(=O)N(CCO)Cc1ccccc1	-16.4	1.6	13.5	5.8	5.2	1.1	.	0.0	-0.1	.
CCOc1ccc(CN(C)C(=O)CCNC(=O)c2ccco2)cc1	1.4	-0.2	-10.5	-4.5	5.0	0.8	.	-4.8	2.7	.
Cc1nn(CC(C)C)c(Cl)c1C(=O)N(c1ccc(Cl)cc1F)S(C)(=O)=O	-5.5	-0.5	32.9	0.2	10.2	0.6	2.7	-0.6	4.5	-12.5
Cc1[nH]c2ccccc2c1C(=O)C(C)OC(=O)c1ccc(NC(=O)CC#N)cc1 (stereo not given)	10.7	i	-4.2	2.5	3.9	0.6	.	-139.0	-9.6	.
COc1ccc(CC(=O)Nc2ccc(S(=O)(=O)Nc3nccc(C)n3)cc2)cc1	2.1	-6.2	-2.5	1.9	-13.4	-0.4	-1.9	-3.7	-8.6	32.6
COc1ccc(C(=O)N2CCc3cc(OC)c(OC)cc3C2)cc1OC	-8.0	2.6	1.2	5.8	-5.0	.	-0.1	-2.1	1.7	10.7
Cc1cc2c(N)cccc2nn1	32.6	i	-1.1	-17.8	111.1*	.	-5.4	54.7*	-26.3	18.2
O=C(NCCCN1CCCC1=O)c1cc(=O)c2ccccc2o1	-12.8	-0.2	2.1	-2.3	-2.2	.	0.5	-2.1	3.5	6.7
Cc1cccc2c(CC(=O)Nc3ccccc3)noc12	-1.6	-0.6	2.8	-2.1	5.7	1.0	2.2	-13.4	10.5	-1.5
CCCOc1ccc(-c2nnc(-c3cccs3)o2)cc1	0.7	-2.8	-0.1	-3.9	3.0	.	-1.4	4.9	8.6	-9.2
CCOc1cc(C2NC(=O)CCC2[N+](=O)[O-])cc(Br)c1OC (stereo not given)	7.3	0.2	2.4	-2.3	-2.8	1.8	1.4	8.7	0.3	17.0
COc1cc(/C=N/NC(=O)CCC(=O)Nc2ccc(C)cc2)ccc1O	.	i	-2.8	7.2	1.7	.	0.4	-3.1	5.2	52.1*
CC(=O)c1c(COC(=O)c2cccc(C)c2)nc2ccccc2[n+]1[O-]	4.6	-0.4	-4.6	-17.8	3.0	1.3	2.5	3.0	1.8	-17.0
Fc1ccccc1CSc1ncnc2c1oc1ccccc12	-13.7	-7.1	-2.0	-6.2	6.8	.	-1.5	-4.3	-4.0	0.3

Another view of part of the listing above.
Below each SMILES: SSB-PriA inh	BH1578 lux ind	Y pestis TopoI	PrPC surface inh	CCHF vOTU inh	TcdB inh	3CLpro inhibitor	Rv3671c inh	MazF activator	DUSP3 inh
CC(=O)Nc1ccc(OCC(O)CN2C(C)(C)CC(O)CC2(C)C)cc1 (stereo not given)
  5.8	-0.4	-2.7	-5.5	-1.1	0.5	1.2	11.0	-3.4	47.8
COc1ccc(CNC(=O)CCNS(=O)(=O)c2ccc(Br)s2)cc1
  3.9	-0.1	-2.6	-6.0	1.2	0.2	4.2	8.3	1.8	0.0
Cc1ccc(C(=O)NC(=S)Nc2cccc(-c3nc4ccccc4s3)c2)cc1
  -2.0	-0.2	7.2	-3.1	-11.5	0.0	6.1	-10.1	-6.3	36.0
O=C(NCCNC1CCCCC1)c1ccco1
  -18.9	-0.3	5.0	-0.2	-15.6	-0.4	0.6	-2.8	3.7	25.9
